Assay outcomes: PubChem BioAssay, Small Molecule Screening Facility, UW Madison
PriA SSB inh: inhibitors of Klebsiella pneumoniae PriA binding to SSB C-terminal tail, primary screen, biochemical, AlphaScreen; PriA–SSB C-terminal tail interaction (Klebsiella pneumoniae); AlphaScreen SSBct-PriA binding, biotinylated peptide; inhibition, % at 33 µM; 430,000 compounds, 0.6% hits; AID 1272365, 2023; in the data active means inhibition mostly above about 37%, no sharp cut-off; inactive means mostly below about 20%;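 further: plate controls were negative control peptide for no effect and reference peptide for full effect; strong numbers were not always called active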
* marks the source's active call; other numbers are inactive results; & = joins results of further samples. This is a subset; count on the stated rates, not on these rows.

molecule	PriA SSB inh
O=C(C1=COCCO1)N1CC(Oc2nc3c(C(F)(F)F)cccc3s2)C1	2
O=C(NCc1cccc(C(F)(F)F)c1)c1cccc(Oc2ccccn2)c1	-32
CNC(=O)Cc1ccc(-n2c(=O)c3ccccc3n(CC(=O)Nc3ccc(F)cc3)c2=O)cc1	3
COc1ccc(CSCc2nc3ccccc3[nH]2)cc1OC	-3
CS(=O)(=O)c1ccc(Nc2nc(CC(=O)Nc3ccc(C(N)=O)cc3)cs2)cc1	0
COc1ccccc1CNC(=O)C(=O)O	-2
O=C(CCC(=O)Nc1ccc(F)cc1)NN=Cc1ccc(O)cc1	5
CC(=O)c1cccc(NC(=O)CSc2cc(N3CCSCC3)ncn2)c1	6
COc1ccc2ncc3c(-c4ccccc4)c(C(=O)NCC4CCCO4)sc3c2c1 (stereo not drawn)	-1
COc1ccc(Cn2cnc3c4ccccc4n(CC(=O)NCc4ccccc4)c3c2=O)cc1	0
CC1Cc2cc(-c3cc(CC(=O)Nc4ccc(F)c(Cl)c4)no3)ccc2O1 (stereo not drawn)	-5
COc1ccccc1C1(CNC(=O)C(=O)Nc2cccc(N3CCCCC3=O)c2)CCOCC1	-12
COc1ccc(S(=O)(=O)NC[C@@](C)(O)CCSC)c(C)c1	-2
Cc1cc(C)n(-c2ccnc(N3CCC(C(=O)N4CCN(c5ccccc5)CC4)CC3)n2)n1	-21
O=C(NCCC1=CCCCC1)C(=O)NCCN1CCOC(c2ccccc2)C1 (stereo not drawn)	0
CCCCCOc1ccc(C(=O)Nc2cc(C)nn2C)cc1	-6&9
COc1ccc(Nc2c(C(=O)N3CC(=O)Nc4ccccc43)cc([N+](=O)[O-])c(Nc3ccc(OC)cc3)c2[N+](=O)[O-])cc1	-23
COc1ccc2nc(NC(=O)c3cc(Cl)cc(Cl)c3)sc2c1	-8
O=C(Cc1ccc(Cl)cc1)Nc1ccc2c(c1)C(=O)NCCO2	0
O=C(NCCn1ncc2c(=O)n(Cc3ccccc3F)cnc21)c1ccco1	-8
Cn1cccc1C(O)CNC(=O)c1ccc2ncsc2c1 (stereo not drawn)	-2
COc1ccc(C(=O)Cn2nc(-c3cccs3)n(C3CC3)c2=O)cc1	-4
CCOc1cc(C=Nn2nnnc2N)ccc1O	7
Cc1ccc(-c2nnc(NC(=O)C3CCCN3S(C)(=O)=O)o2)c(C)c1 (stereo not drawn)	3
O=C(Nc1ccccc1)N1CCC2(CCc3ccccc3O2)CC1	-16
Nn1c(SCc2cccc3ccccc23)nncc1=O	-22
O=C(NCc1cc(-c2cccs2)on1)c1c(F)cccc1F	-2
NS(=O)(=O)c1ccc(NC(=O)CSc2nnc3ccccn23)cc1	-3
O=C(Nc1nc(-c2ccncc2)cs1)c1cccc(S(=O)(=O)N2CCOCC2)c1	34
COc1ccc(Cl)cc1NC(=O)C(=O)NC[C@@](O)(c1ccccc1)C1CC1	-2
COc1ccc(CCC(=O)N2CC(c3nc4ccc(C)cc4[nH]3)C2)cc1	-2
COc1ccc(/C=N\NC(=O)c2ccn[nH]2)cc1	-7
CN(C)S(=O)(=O)c1ccc(C(=O)NCCn2ncc3c(=O)n(Cc4cccc(C(F)(F)F)c4)cnc32)cc1	-18&-6
O=C(CNc1ccc(F)cc1)NN=Cc1c(O)ccc2ccccc12	6
CNC(=S)NN=C(C)c1ccc(N2CCOCC2)cc1	-12
O=C(c1ccc(S(=O)(=O)Nc2cccnc2)o1)N1CCCC1	-8
C=CCn1c(SCC(=O)c2ccc(Cl)c(Cl)c2)nc2sc3c(c2c1=O)CCC3	-10
O=C(NCCCn1nc(-c2cccnc2)ccc1=O)c1c(F)cccc1F	-12
O=C(CSc1ncnc2c1nnn2Cc1ccc(Cl)cc1)N1CCCc2ccccc21	-11
NC(=O)c1nc(-c2cccc(F)c2)nc2c1[nH]c(=O)n2-c1ccc(Cl)c(Cl)c1	-9

Structures above containing a CF3 group (3):
molecule	PriA SSB inh
O=C(C1=COCCO1)N1CC(Oc2nc3c(C(F)(F)F)cccc3s2)C1	2
O=C(NCc1cccc(C(F)(F)F)c1)c1cccc(Oc2ccccn2)c1	-32
CN(C)S(=O)(=O)c1ccc(C(=O)NCCn2ncc3c(=O)n(Cc4cccc(C(F)(F)F)c4)cnc32)cc1	-18&-6

Later entries.
molecule	PriA SSB inh
CCCOc1ccnc2c1c(=O)n(CC(=O)N1CCc3ccccc31)c(=O)n2C	-16
COc1ccc(CC(=O)Nc2cc(C)nn2-c2nc(C)c(C)c(=O)[nH]2)cc1OC	-7
CC1(C)COc2cc(NS(=O)(=O)C3CCCCC3)ccc2NC1=O	-3
Cc1nn(CC(=O)NCc2ccc3c(c2)OCO3)c(=O)c2c1cnn2C(C)(C)C	-13&-12
COc1ccc(-c2c(C#N)c(SCCC(=O)NCc3ccc4c(c3)OCO4)nc3c2C(=O)CC(C)(C)C3)cc1	5
O=C(CC1CSc2nccc(=O)n21)Nc1ccc(F)c(F)c1F (stereo not drawn)	-11
Cc1ccccc1Cn1c(NC2CC(C)CC(C)(C)C2)nc2c1c(=O)[nH]c(=O)n2C (stereo not drawn)	4
CCCn1cc(C(=O)N2CCN(C(=O)OCC)CC2)c2nn(-c3ccccc3)c(=O)c-2c1	-3
COc1cccc(-c2cc(CNC(=O)CSc3ccc(F)cc3)no2)c1	-10
Cc1cccc(NC(=O)CSc2ccc(NC(=O)c3ccco3)nn2)c1C	-12
Cc1cc(C(F)(F)F)nc(SCC(=O)c2ccc3c(c2)OCO3)n1	-11
COc1ccc(NC(=O)CCc2nc3sc4c(c3c(=O)[nH]2)CCCCC4)c(OC)c1	-3
O=C(Nc1ccc(-c2nc3cccnc3s2)cc1)C(F)(F)F	-6
O=C(Nc1ccccc1)OC1CCCC(NS(=O)(=O)CCN2C(=O)CCCC2=O)C1 (stereo not drawn)	-6
CCOC(=O)COC(=O)c1sc2nc(SCC(=O)OCC)nc(N)c2c1C	-5
CC1CCc2nn(CC(=O)Nc3cccc(Cl)c3)c(=O)cc2C1 (stereo not drawn)	0
NS(=O)(=O)c1ccc(C(=O)NCCOc2cc(N3CCCC3)ncn2)cc1	-27
COc1ccc(OC)c(C(=O)c2oc3cc(NC(=O)/C=C/c4ccccc4)ccc3c2C)c1	1
CCCc1cnc2c(c1SCC(=O)Nc1ccc3c(c1)OCCO3)c(=O)n(C)c(=O)n2C	-8
CN(C)S(=O)(=O)c1ccc(C(=O)NNc2nc3c(F)cccc3s2)cc1	24

Some of the entries so far, field by field.
> O=C(Nc1ccc(-c2nc3cccnc3s2)cc1)C(F)(F)F
- PriA SSB inh: -6

> O=C(Nc1ccccc1)OC1CCCC(NS(=O)(=O)CCN2C(=O)CCCC2=O)C1 (stereo not drawn)
- PriA SSB inh: -6

Later entries:
molecule	PriA SSB inh
O=C(Nc1cnn(CC2COc3ccccc3O2)c1)c1cnn(-c2ccccc2)n1 (stereo not drawn)	-32
Cn1nc(CNC(=O)C2CCN(S(C)(=O)=O)CC2)c2c1CCOC2	-9
Cc1ccc(S(=O)(=O)N=C(CN2CCOCC2)N2CCOCC2)cc1	3
CCOC(=O)c1c(NC(=O)CCc2ccc(C)o2)sc2c1CC[C@H](C)C2	-3
CCS(=O)(=O)N1CCCc2cc(NC(=O)c3ccccc3Cl)ccc21	-11
O=C(NN=Cc1c(Cl)cccc1Cl)c1ccccc1F	-10
COc1cc(C)c(S(=O)(=O)N2CCN(c3ccc(-c4ccncc4)nn3)CC2)cc1C	-9
COc1ccc(-c2nnc(NC(=O)c3ccno3)o2)c(OC)c1	-12
O=C(NCCCn1ccnc1)c1ccc(N2CCCCS2(=O)=O)cc1	-8
CSCCC(NC(C)=O)C(=O)N1CCC(Oc2cncc(N(C)C)n2)C1 (stereo not drawn)	-9
Cc1ccc(Cl)cc1NC(=O)CC1CCCCN1S(=O)(=O)c1ccc(F)cc1 (stereo not drawn)	14
Cc1cc(N=C/C=C2\N(C)c3ccccc3C2(C)C)n(CCC#N)n1	20
O=C(c1cnc2ccccc2n1)N(Cc1ccsc1)C1CC1	-20
COc1ccccc1N=Cc1ccccc1OC(=O)c1ccccc1Br	-5
COc1ccc(S(=O)(=O)NCC2(c3ccccc3)CCOCC2)cc1Cl	8
Cc1ccccc1-c1nsc(SCC(=O)NC2CCCC2)n1	-13
CC(=NNC(=O)CNC(=O)COc1cccc(C)c1)c1ccc(Cl)cc1	-2
O=C(CSc1ccccc1)Nc1nc(-c2cc(Cl)sc2Cl)cs1	-12
CN1CCCc2cc(CCNC(=O)C(=O)Nc3ccon3)ccc21	13
O=C(CN(Cc1ccccc1)S(=O)(=O)c1ccccc1)NN=Cc1ccc([N+](=O)[O-])cc1	14
O=S(=O)(NCCC(O)C1CC1)c1ccc(Cl)s1 (stereo not drawn)	-19
Cc1noc(-c2cccn3c(CNC(=O)c4cccn(C)c4=O)nnc23)n1	-4
O=C(ON=CC1=C(Cl)c2ccccc2CC1)c1ccc(F)cc1	-8
COC(=O)c1sccc1S(=O)(=O)NCCn1ccc(-c2ccsc2)n1	3
CC(=NNC(=O)CSCc1cccc(Br)c1)c1ccc([N+](=O)[O-])cc1	0
Cc1c(C)n(CC(O)Cn2nnc3ccccc32)c2c(Cl)cccc12 (stereo not drawn)	21
Clc1ccc2c(c1)C(c1ccccc1Cl)=Nc1ccc(Cl)cc1C(c1ccccc1Cl)=N2	-13&-10
COc1ccc(OC)c(S(=O)(=O)NCc2ccsc2)c1	-2
Cn1c(=O)c2cn(-c3cccc([N+](=O)[O-])c3)cc2n(C)c1=O	-2
COc1cc(Cl)c(S(=O)(=O)N2CCN(CCO)CC2)cc1Cl	-17&-12
COc1ccc(NC(=O)CSc2nc(-c3ccccc3)c(-c3ccccc3)o2)cc1	5
CC(C)S(=O)(=O)c1ccc(C(=O)Nc2nc(-c3ccccn3)cs2)cc1	106*
Cc1csc2nc(-c3cccc(NS(=O)(=O)c4ccc(Cl)s4)c3)cn12	2&12
O=C(NC1CCCC1)N[C@H]1CC(=O)N(c2ccc(Cl)cc2)C1	-1
O=C(CSc1ncccc1-c1nc(-c2cccs2)no1)NCc1cccc(Cl)c1	-4
CS(=O)(=O)c1ccc(-c2cccc(NC(=O)c3cc4ccccc4oc3=O)c2)nn1	7
O=C1c2ccccc2C(=O)N1CCCCN(C(=O)c1ccc(Br)cc1)c1ccc(Cl)cc1	-1
CN1C(=O)C(=C2C=C(c3ccccc3)N(Cc3ccco3)C3=C2CCCC3)C(=O)N(C)C1=O	0
COc1ccc2nc(-c3ccc(C)c(NC(=O)Cc4ccc(Cl)cc4)c3)cn2n1	-6
Cc1c(CC(=O)N2C[C@H]3C[C@H](C2)c2cccc(=O)n2C3)c(=O)oc2cc3occ(C(C)(C)C)c3cc12	-4

Some of these compounds in order of length of the SMILES, rising.
molecule	PriA SSB inh
O=S(=O)(NCCC(O)C1CC1)c1ccc(Cl)s1 (stereo not drawn)	-19
O=C(ON=CC1=C(Cl)c2ccccc2CC1)c1ccc(F)cc1	-8
COC(=O)c1sccc1S(=O)(=O)NCCn1ccc(-c2ccsc2)n1	3
COc1ccc(NC(=O)CSc2nc(-c3ccccc3)c(-c3ccccc3)o2)cc1	5
COc1ccc2nc(-c3ccc(C)c(NC(=O)Cc4ccc(Cl)cc4)c3)cn2n1	-6

(next part)
molecule	PriA SSB inh
COCCCNC(=O)Cc1nc(-c2ccncc2)n[nH]1	-14
CSc1cccc(C(=O)N(CCCN2CCOCC2)c2nc3c(C)cc(Cl)cc3s2)c1	2
Cc1cc(C)c(C)c(-c2nnc(NC(=O)c3cccc(Cl)c3)s2)c1C	0
Clc1ccc(Nc2nnc(Cc3ccncc3)c3ccccc23)cc1	-3
O=C(Nc1ccc(Br)c(C(=O)c2ccccc2)c1)c1ccc(S(=O)(=O)N2CCc3ccccc3C2)cc1	25&-4
Cc1cc(NC(=O)CSC2=Nc3cccnc3Nc3ccccc32)no1	11
Cc1c(OC(=O)N2CCOCC2)ccc2c1O/C(=C\c1ccc3c(c1)OCO3)C2=O	6
COC(=O)CSc1nnc(-c2ccc(S(C)(=O)=O)cc2)o1	-16&3
CS(=O)(=O)N1CCC(CNC(=O)CCc2ccccc2Br)CC1	-3
Cc1noc(C)c1CCC(=O)N1CCC(COCc2ccc(Cl)cc2)CC1	-8
Cc1cc(=O)n(CC(=O)NCCOc2ccc(F)cc2)cn1	0
O=C(c1ccc(CS(=O)(=O)Cc2ccccc2Cl)o1)N1CCSCC1	-21
Cc1ccc(-c2nn(CCC#N)cc2CO)cc1	-11
O=C(Nc1ccccc1Cl)c1cc2ccccc2oc1=NO	2
O=C(NCCn1ncc2c(=O)n(Cc3cccc(Cl)c3)cnc21)c1ccc2c(c1)OCO2	3
CCOc1ccc(-c2ccc(SCc3cccc(C)c3)nn2)cc1	-21&-11
CN1CCN(c2ccc([N+](=O)[O-])cc2C=NNC(=O)c2ccc(F)cc2)CC1	3
O=C(Nc1cccc(-c2ccc3nncn3n2)c1)c1ccc(Br)o1	1
NC(=NOC(=O)c1ccc(Cl)cc1[N+](=O)[O-])c1ccccn1	-6
O=C(NCC(c1ccsc1)N1CCCCCC1)c1ccc(C(F)(F)F)cc1 (stereo not drawn)	-3

Reprinted at random: two compounds from above.
molecule	PriA SSB inh
CN1CCN(c2ccc([N+](=O)[O-])cc2C=NNC(=O)c2ccc(F)cc2)CC1	3
O=C(c1ccc(CS(=O)(=O)Cc2ccccc2Cl)o1)N1CCSCC1	-21
